High-throughput results from PubChem BioAssay.
GPR35 antagonists = GPR35 antagonists blocking zaprinast-driven arrestin recruitment, primary screen, imaging, U2OS, beta-arrestin-GFP, zaprinast agonist (AID 2058); G-protein coupled receptor 35 (Homo sapiens); U2OS GPR35 beta-arrestin-GFP translocation imaging, zaprinast antagonism; higher % means a stronger effect; inhibition, % at 10 µM, or IC50 in µM where a hit was titrated; 0.052% of 290,000 active;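 active = inhibition of at least 50% with at least 30 cells and total cytoplasm GFP at most 10,000,000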
NTR1 ag = agonists of NTR1, primary screen, imaging, U2OS cells, beta-arrestin-GFP, high content (AID 493036) | Neurotensin receptor type 1 (Homo sapiens), P30989 | NTR1-U2OS beta-arrestin-GFP spot imaging, agonist mode | activation, % at 20 µM | 0.17% of 330,000 active;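 active = activation at or above 40% of the spot to cytoplasm intensity ratio, with at least 20 cells analyzed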;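 note: 0% = DMSO without peptide and 100% = 100 nM NTR1 peptide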
Target sequence (P30989 whole entry, looked up): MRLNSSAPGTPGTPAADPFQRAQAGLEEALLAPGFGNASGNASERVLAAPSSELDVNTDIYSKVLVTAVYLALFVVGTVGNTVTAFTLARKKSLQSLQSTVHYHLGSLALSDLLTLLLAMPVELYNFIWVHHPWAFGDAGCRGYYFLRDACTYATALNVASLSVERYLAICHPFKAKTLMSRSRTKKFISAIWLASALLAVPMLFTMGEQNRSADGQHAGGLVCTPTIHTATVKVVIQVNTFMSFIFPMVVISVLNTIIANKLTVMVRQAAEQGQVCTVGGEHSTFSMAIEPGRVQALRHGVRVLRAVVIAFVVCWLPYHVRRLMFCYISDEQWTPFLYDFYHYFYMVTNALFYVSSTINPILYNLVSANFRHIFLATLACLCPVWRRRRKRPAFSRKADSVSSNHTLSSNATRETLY
GPR55 LPI antagonism = GPR55 antagonists blocking LPI-driven arrestin recruitment, primary screen, imaging, U2OS, beta-arrestin-GFP, LPI agonist (AID 2013); U2OS GPR55 beta-arrestin-GFP translocation imaging, LPI antagonism; higher % means a stronger effect; one-dose inhibition, % at 10 µM; IC50 in µM for titrated hits; 0.13% of 290,000 active;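 active = spots per cell inhibited over 60%, with over 100 cells counted and total cytoplasm intensity under 500,000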;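 note: U2OS cells stably carrying GPR55 and arrestin-GFP stimulated by 5 µM LPI near EC80; imaged beta-arrestin-GFP aggregate spots per cell after agonist stimulation; plate controls were LPI-stimulated DMSO wells for no effect and DMSO wells without LPI for full effect; some results filed as inactive read as strong as hits; confirmed hits need IC50 under 10 µM and bright autofluorescent wells are also inconclusive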
HIV peptide binding = inhibitors of HIV fusion peptide binding, primary screen, biochemical, uHTS, fluorescence dequenching (AID 1986); cell-free peptide binding, fluorescence dequenching, 30 min; higher % means a stronger effect; one-dose inhibition, % at 20 µM; IC50 in µM for titrated hits; 0.3% of 290,000 active; in the data active = inhibition mostly above about 52%, no sharp cut-off; inactive = mostly below about 76%; note: some results filed as inactive read as strong as hits
Myeloid diff MLP = induction of myeloid progenitor differentiation, primary screen, cell-based, flow cytometry, MLPCN library | 1% of 360,000 active | ER-HoxA9 myeloid progenitors, lysozyme-GFP differentiation | calls only at 10 µM;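 active = normalized GFP-positive differentiation at or above the plate's own cutoff, the solvent-only control mean plus 3 SD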;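 note: cells exposed to compound for four days before flow analysis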
PhoP inhibition = inhibitors of PhoP regulon expression, primary screen, Salmonella Typhimurium, GFP reporter (AID 1863). S. Typhimurium PhoP-regulated promoter GFP reporter, 4 h; higher % means a stronger effect. inhibition, % at 50 µM; hits with a dose series show IC50 in µM. 0.16% of 300,000 active;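 active = inhibition over 29.93%, a cutoff 3 SD above the screen mean, later confirmed by dose response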;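 note: 0% = low Mg2+ inducing control and 100% = high Mg2+ repressing control; strong numbers were not always called active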
MgcRacGAP inhibition = MgcRacGAP GTPase-activating activity inhibitors, confirmation, biochemical, ADP Hunter fluorescence. Rac GTPase-activating protein 1 (Homo sapiens). MgcRacGAP-stimulated Rac1 GTP hydrolysis, ADP Hunter fluorescence; higher % means a stronger effect; GST-tagged Rac1 F28L mutant substrate. one-dose inhibition, % at 30 µM; IC50 in µM for titrated hits. 0.6% of 340,000 active. AID 624330, 2012;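 active = first-screen hits whose inhibition reached a set limit at any dose in the follow-up dose series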;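 note: fluorescence reports GDP produced by GAP-driven GTP hydrolysis; strong numbers were not always called active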
LYP phosphatase = inhibitors of LYP phosphatase, biochemical, fluorescence intensity, uHTS (AID 1779); recombinant LYP phosphatase, fluorescence intensity; higher % means a stronger effect; one-dose inhibition, % at 11.5 µM; IC50 in µM for titrated hits; 0.054% of 290,000 active; in the data active = inhibition above about 50%;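 note: plate controls were vehicle with enzyme for no effect and no enzyme for full effect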
SIAH1 antagonists = Siah-1 peptide-binding antagonists, primary screen, biochemical, fluorescence polarization, rhodamine-plectin, uHTS (AID 1817) | displacement, % at 20 µM, or IC50 in µM where a hit was titrated | Siah-1 / rhodamine-plectin peptide fluorescence polarization; higher % means a stronger effect | 0.02% of 290,000 active | E3 ubiquitin-protein ligase SIAH1 (Homo sapiens);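 active = displacement of at least 50% at 20 µM, with a fluorescence ratio check between 0.3 and a set limit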;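 note: plate controls were Siah plus tracer with DMSO for no effect and tracer alone without Siah for full effect; strong numbers were not always called active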
NTR1 ag cell count 20 µM = second read-out of NTR1 ag, no call of its own (marks repeat the call); cell count; measured here: cell count, cytotoxicity flag
Myeloid diff MLP GFP+ MAC1+ % = recorded beside Myeloid diff MLP, whose call it bears; GFP+ MAC1+ double positive, %; measured here: differentiation confirmed by MAC1 staining
* = called active by the depositor; i = inactive; x = no result given; + = active, no number.

SMILES | GPR35 antagonists | NTR1 ag | NTR1 ag cell count 20 µM | GPR55 LPI antagonism | HIV peptide binding | Myeloid diff MLP | Myeloid diff MLP GFP+ MAC1+ % | PhoP inhibition | MgcRacGAP inhibition | LYP phosphatase | SIAH1 antagonists
CCn1c(=O)cc(SCC(=O)NCc2ccccn2)c2ccccc21 | 24% | 0.7 | 60 | -3% | 2.8% | i | 5.3 | -4% | -2% | -18% | -7%
CCc1ccccc1NC(=O)C1NC(=O)CC1c1ccccc1 (centres undefined) | 4% | -1.6 | 59 | 3% | -2.9% | i | 1.3 | 8% | 0% | 1% | -2%
CCOC(=O)/C=C/c1cnn(-c2ccccc2)c1 | 3% | 1.8 | 55 | -1% | -1.9% | i | 0.2 | 18% | 7% | 1% | -12%
COc1ccc(N2CCN(C(=O)c3cccc(N4C(=O)C5CC=CC(C)C5C4=O)c3)CC2)cc1 (centres undefined) | -6% | 0.2 | 73 | 2% | 3.9% | i | 6.3 | -3% | 8% | -4% | 0%
CC(C)C(C(=O)NCc1ccco1)N(CC1CCCO1)C(=O)CNS(=O)(=O)c1ccc(F)cc1 (centres undefined) | -13% | -0.3 | 47 | -1% | -1.6% | i | 0.4 | 12% | 8% | -5% | 1%
COCC1CCCN(C(=O)c2cc(COc3cncc(Cl)c3)on2)C1 (centres undefined) | -13% | -0.3 | 64 | -2% | 2.0% | i | 0.0 | -9% | -19% | 0% | 2%
CCCc1nnc(SCC(=O)Nc2ccccc2F)o1 | 3% | 1.2 | 54 | -12% | -0.9% | i | 0.1 | 4% | 6% | -5% | -1%
O=c1oc2ccc(NS(=O)(=O)c3cccc4cccnc34)cc2s1 | -9% | -2.0 | 46 | 3% | -3.1% | i | 0.4 | 3% | 5% | -2% | -2%
COC(=O)CNc1cc(S(=O)(=O)N2CCCCC2)ccc1Oc1cccc(C)c1 | -10% | 2.9 | 46 | 10% | 1.2% | i | 3.0 | -5% | 13% | 6% | 1%
O=S(=O)(Nc1cc(Sc2cccc3cccnc23)c(O)c2ccccc12)c1ccc(F)cc1 | -10% | x | x | 8% | 5.5% | x | x | 71% | x | 7% | -8%
NS(=O)(=O)c1ccc(NC(=O)COC(=O)c2ccc(Cl)nc2)cc1 | 0% | 1.8 | 40 | -4% | 1.8% | i | 0.5 | 2% | 5% | -5% | -2%
Cc1nnc(NC(=O)c2oc3cc(C)c(C)cc3c2C)s1 | -4% | x | x | 6% | -1.4% | x | x | 4% | x | -3% | -2%
COc1ccc(-c2c(C)nc(N)nc2-c2ccc(OC)cc2O)cc1 | 3% | 1.1 | 87 | 7% | 1.0% | i | 0.6 | 8% | 8% | -10% | -3%
COC(=O)c1ccc(COc2c(F)c(F)cc(F)c2F)o1 | 13% | -0.8 | 76 | -6% | 0.6% | i | 1.0 | -8% | 3% | -10% | -4%
CSc1ccccc1NC(=O)CN(C)CC(=O)NCc1ccccc1 | 8% | 0.3 | 53 | 4% | 8.8% | i | 0.6 | -8% | 0% | -4% | -8%
Cc1ccc(-n2nc3c([n+]2[O-])CCc2c-3no[n+]2[O-])cc1 | -14% | 1.5 | 53 | 10% | -3.1% | + | 3.8* | -3% | 6% | -9% | -1%
COc1ccc(/C=N/NC(=O)c2ccc(NC(=O)c3ccccc3Br)cc2)cc1 | -1% | 2.1 | 42 | -9% | -0.9% | i | 0.2 | 2% | 7% | 6% | -10%
C=CCn1c(=O)c2c(nc(Br)n2Cc2ccccc2Cl)n(C)c1=O | 0% | -1.2 | 48 | 8% | -1.4% | i | 0.4 | 12% | 8% | 0% | -1%
COc1ccc2cc3c(N)nn(C(=O)Cc4ccc(Cl)cc4)c3nc2c1 | 4% | 7.0 | 67 | -1% | 2.3% | i | 2.4 | -7% | 4% | -2% | 0%
Cc1sc2ncnc(N3CCN(Cc4ccccc4)CC3)c2c1-c1ccc(F)cc1 | -4% | 12 | 27 | 1% | -1.2% | i | 2.4 | 11% | 8% | -10% | 0%

Rewritten as tab-separated lines: part of the list above
mol	GPR35 antagonists	NTR1 ag	NTR1 ag cell count 20 µM	GPR55 LPI antagonism	HIV peptide binding	Myeloid diff MLP	Myeloid diff MLP GFP+ MAC1+ %	PhoP inhibition	MgcRacGAP inhibition	LYP phosphatase	SIAH1 antagonists
Cc1nnc(NC(=O)c2oc3cc(C)c(C)cc3c2C)s1	-4%	x	x	6%	-1.4%	x	x	4%	x	-3%	-2%
COc1ccc(-c2c(C)nc(N)nc2-c2ccc(OC)cc2O)cc1	3%	1.1	87	7%	1.0%	i	0.6	8%	8%	-10%	-3%
COC(=O)c1ccc(COc2c(F)c(F)cc(F)c2F)o1	13%	-0.8	76	-6%	0.6%	i	1.0	-8%	3%	-10%	-4%
CSc1ccccc1NC(=O)CN(C)CC(=O)NCc1ccccc1	8%	0.3	53	4%	8.8%	i	0.6	-8%	0%	-4%	-8%
Cc1ccc(-n2nc3c([n+]2[O-])CCc2c-3no[n+]2[O-])cc1	-14%	1.5	53	10%	-3.1%	+	3.8*	-3%	6%	-9%	-1%
COc1ccc(/C=N/NC(=O)c2ccc(NC(=O)c3ccccc3Br)cc2)cc1	-1%	2.1	42	-9%	-0.9%	i	0.2	2%	7%	6%	-10%
C=CCn1c(=O)c2c(nc(Br)n2Cc2ccccc2Cl)n(C)c1=O	0%	-1.2	48	8%	-1.4%	i	0.4	12%	8%	0%	-1%
COc1ccc2cc3c(N)nn(C(=O)Cc4ccc(Cl)cc4)c3nc2c1	4%	7.0	67	-1%	2.3%	i	2.4	-7%	4%	-2%	0%

(listing goes on)
SMILES | GPR35 antagonists | NTR1 ag | NTR1 ag cell count 20 µM | GPR55 LPI antagonism | HIV peptide binding | Myeloid diff MLP | Myeloid diff MLP GFP+ MAC1+ % | PhoP inhibition | MgcRacGAP inhibition | LYP phosphatase | SIAH1 antagonists
CC(C)c1ccc2nc(NC(=O)C3CC3)sc2c1 | -16% | 6.2 | 88 | -22% | -0.5% | i | 1.9 | x | 10% | -5% | -1%
CCc1ccc(N(CC)C(=O)c2ccc3c(Cl)c4c(nc3c2)CCC4)cc1 | 1% | 25 | 62 | 6% | 2.7% | i | 1.0 | 4% | 10% | 2% | 2%
O=C(Cc1ccc(Br)cc1)c1ccc(O)cc1O | 10% | 1.8 | 49 | 11% | -1.2% | x | x | 13% | 8% | -5% | 3%
Cc1nn(-c2ccccc2)c(N2CCCC2)c1/C=C1\N=C(c2ccc(OC(C)C)cc2)OC1=O | 5% | 1.9 | 48 | -8% | 45% | i | 0.5 | -10% | 8% | 10% | 1%
CCn1c(SCC(=O)N2CCN(c3ccccc3)CC2)nnc1-c1ccoc1C | -13% | 1.1 | 105 | 0% | -2.2% | i | 0.7 | -8% | 15% | -7% | 1%
O=C(c1ccccc1Sc1ccc([N+](=O)[O-])cc1)N1CCCCC1 | 10% | 1.6 | 54 | -1% | -1.5% | i | 0.7 | 11% | 13% | -2% | -7%
COc1ccc(OC)c(-n2c(-c3cccc(C)c3)n[nH]c2=S)c1 | -14% | 2.3 | 58 | 6% | 1.4% | i | 0.4 | 6% | 2% | -4% | 6%
CCC1(c2ccccc2)NC(=O)N(Cc2ccc(C(=O)OC)cc2)C1=O (centres undefined) | 2% | 4.1 | 55 | 2% | 0.2% | i | 0.1 | -13% | 1% | -1% | 5%
O=C(CSc1nc(O)cc(=O)n1-c1ccccc1)Nc1nc2ccccc2s1 | -7% | 0.4 | 51 | 8% | 22% | i | 0.8 | -7% | 11% | 4% | 11%
CCOC(=O)N1CCN(C(=O)c2cc(COc3ccc4ncccc4c3)on2)CC1 | -1% | 1.3 | 39 | -12% | -1.3% | i | 0.8 | 3% | 6% | -8% | 3%
CCOC(=O)CSCc1nc(-c2ccc(Cl)cc2)oc1C | -16% | 2.2 | 47 | 12% | 1.4% | i | 2.6 | 2% | 10% | -2% | 2%
Cn1nnnc1SCC(=O)NCCc1ccc(Cl)cc1 | 6% | 1.1 | 32 | 3% | 0.2% | i | 0.9 | 15% | 12% | -11% | -2%
COc1ccc(N2C(=O)CS/C2=C\[N+](=O)[O-])cc1 | -10% | -3.5 | 92 | -6% | -3.4% | i | 1.5 | 25% | -2% | -8% | -6%
COc1ccccc1CCN1CCCC(CN(C)C(=O)c2ccoc2)C1 (centres undefined) | 4% | -0.3 | 57 | 6% | 1.9% | i | 0.6 | 0% | 12% | -6% | 11%
COc1cccc(CNc2ccccn2)c1O | -1% | 0.2 | 67 | -19% | -1.1% | i | 0.8 | 13% | 7% | -8% | 2%
C/C(=N\NC(=O)c1ccc2c(c1)OCO2)c1ccco1 | 13% | 0.4 | 69 | 6% | -0.4% | i | 0.6 | 8% | 10% | 3% | -3%
O=C(COC(=O)c1ccc2[nH]c3c(c2c1)CCCC3)Nc1ccccc1Cl | 1% | 28 | 66 | -3% | 0.8% | i | 0.4 | -6% | 12% | -8% | -3%
C/C(CC(O)c1ccc2ccccc2n1)=N/O (centres undefined) | 1% | -0.6 | 82 | -2% | 3.3% | i | 1.3 | 2% | 3% | 6% | 0%
Cc1ccc(NC(=O)c2cc(C)n(-c3ccccc3)c2C)cc1 | -5% | -0.7 | 52 | 5% | -1.1% | i | 0.2 | -7% | 2% | -3% | -1%
COc1ccc(-c2cc(OC)c3c(C)oc(C)c3c(=O)c2)cc1OC | 11% | 0.1 | 28 | -13% | -4.0% | i | 1.8 | 1% | 0% | -5% | -1%
CCN=C1SC(CC(=O)NC2CCCCC2)C(=O)N1CC (centres undefined) | 10% | 1.7 | 70 | 6% | -0.4% | i | 2.6 | 8% | 5% | -5% | -2%
Cc1ccc(C)c(NC(=S)N(C)CCc2ccccn2)c1 | -2% | 2.2 | 65 | 10% | -2.7% | i | 1.3 | -7% | 3% | -2% | -5%
CCS(=O)(=O)c1nc(S(=O)(=O)c2ccc(C)cc2)c(N2CCOCC2)s1 | -3% | -0.4 | 33 | -17% | 0.3% | i | 1.0 | -6% | 0% | -5% | -2%
O=C1C2C3C=CC(C3)C2C(=O)N1/N=C/c1cn(Cc2ccccc2)c2ccccc12 (centres undefined) | -8% | -0.3 | 50 | 12% | 3.2% | i | 0.8 | 2% | -11% | 4% | 8%
